Screening results (PubChem)
M5 PAM: human M5 muscarinic receptor positive allosteric modulators, primary screen, CHO-K1 cells, Fluo-8 calcium fluorescence; Muscarinic acetylcholine receptor M5 (Homo sapiens), P08912; CHO-K1 hM5, ACh EC20 PAM; 0% = ACh EC20, 100% = ACh EC100; activation, % at 3 µM; 360,000 compounds, 0.3% hits; AID 624038, 2012;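 active = activation above the run cutoff, the mean activation of all test compounds plus 3 SD, cut at about 18% in these data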
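Probe or stimulus: acetylcholine, EC20 level; Assay system: human M5 receptor in CHO-K1 cells; Schedule: compound preincubation 140 s before EC20 acetylcholine addition; Technique: intracellular calcium via Fluo-8 fluorescence; Dosing: single-point, 3 µM nominal; Read-out basis: percent activation from peak-over-basal fluorescence ratio, scaled EC20-to-EC100 acetylcholine; Repeats: one well per compound, no replicates.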
CHRM4 agonist: human M4 muscarinic receptor agonists, primary screen, CHO-K1 cells, Fluo-8 calcium fluorescence; activation, % at 3 µM; AID 624127, 2012; 360,000 compounds, 0.14% hits; Muscarinic acetylcholine receptor M4 (Homo sapiens), P08173; CHO-K1 hM4/Gqi5; vehicle 0%, full acetylcholine response 100%;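 active = activation above the run mean over all test wells plus 3 SD, cut at about 32% in these data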;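 also: peak over basal fluorescence ratio per well then scaled between controls; 0% = DMSO wells and 100% = acetylcholine at EC100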
CHRM4 antagonist: human M4 muscarinic receptor antagonists, primary screen, CHO cells, Fluo-8 calcium fluorescence; 360,000 compounds, 0.73% hits; CHO-hM4 cells, ACh EC80; inhibition, % at 3 µM; Muscarinic acetylcholine receptor M4 (Homo sapiens), P08173;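 active = inhibition above its plate's cutoff, the mean inhibition of sample wells plus 3 SD, cut at about 27% in these data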;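 also: 0% = acetylcholine EC80 with DMSO and 100% = DMSO without agonist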
CHRM5 antagonist: human M5 muscarinic receptor antagonists, primary screen, CHO cells, Fluo-8 calcium fluorescence; Muscarinic acetylcholine receptor M5 (Homo sapiens), P08912; CHO-hM5 cells, ACh EC80; inhibition, % at 3 µM; 360,000 compounds, 0.59% hits;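 active = inhibition above a per-plate cutoff, the mean of that plate's test compounds plus 3 SD, cut at about 27% in these data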;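 also: 0% = acetylcholine EC80 with DMSO and 100% = DMSO without agonist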
M1 antag: human M1 muscarinic receptor antagonists, primary screen, CHO-K1 cells, Fluo-8 calcium fluorescence, 1536-well; 360,000 compounds, 1.3% hits; Muscarinic acetylcholine receptor M1 (Homo sapiens), P11229; CHO-K1 hM1, ACh EC80 antagonist; inhibition, % at 3 µM;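 active = percent inhibition above its own plate's cutoff, namely the mean of that plate's compound wells plus 3 SD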;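 also: peak over basal fluorescence ratio during 140 s after agonist addition; 0% = ACh EC80 plus DMSO and 100% = DMSO alone without agonist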
Target sequence (P11229 whole entry, looked up): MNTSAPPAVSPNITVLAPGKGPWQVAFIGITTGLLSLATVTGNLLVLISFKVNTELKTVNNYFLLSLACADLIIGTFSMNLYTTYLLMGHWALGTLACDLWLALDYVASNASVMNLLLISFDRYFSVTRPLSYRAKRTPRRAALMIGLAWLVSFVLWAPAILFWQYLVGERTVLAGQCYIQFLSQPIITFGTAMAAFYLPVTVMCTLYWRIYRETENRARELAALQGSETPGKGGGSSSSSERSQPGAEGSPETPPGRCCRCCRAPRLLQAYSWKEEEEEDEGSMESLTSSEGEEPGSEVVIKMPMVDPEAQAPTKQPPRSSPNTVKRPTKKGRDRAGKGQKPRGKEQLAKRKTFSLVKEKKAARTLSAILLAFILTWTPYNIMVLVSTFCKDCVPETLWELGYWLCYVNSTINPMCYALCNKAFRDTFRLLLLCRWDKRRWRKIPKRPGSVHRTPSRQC
CHRM5 agonist: human M5 muscarinic receptor agonists, primary screen, CHO-K1 cells, Fluo-8 calcium fluorescence; 360,000 compounds, 0.19% hits; activation, % at 3 µM; Muscarinic acetylcholine receptor M5 (Homo sapiens), P08912; CHO-K1 hM5 cells; 0% DMSO wells, 100% maximal acetylcholine response;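 active = activation above the run's mean over test compounds plus 3 SD, cut at about 23% in these data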;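 also: signal is peak over basal fluorescence ratio across the kinetic read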
M1 ag: human M1 muscarinic receptor agonists, primary screen, Fluo-8 calcium fluorescence, CHO-K1 cells, HTS; Muscarinic acetylcholine receptor M1 (Homo sapiens), P11229; CHO-K1 hM1, agonist mode; 0% DMSO, 100% acetylcholine EC100; activation, % at 3 µM; 360,000 compounds, 0.33% hits; AID 588814, 2011;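 active = activation above the run's mean compound activation plus 3 SD, cut at about 16% in these data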;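 also: peak over basal fluorescence ratio within a 140 s kinetic read after compound addition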
CHRM1 PAM: human M1 muscarinic receptor positive allosteric modulators, primary screen, CHO-K1 cells, Fluo-8 calcium fluorescence, 1536-well; Muscarinic acetylcholine receptor M1 (Homo sapiens), P11229; CHO-K1 hM1, ACh EC20; 0% = ACh EC20, 100% = maximal ACh; activation, % at 3 µM; 360,000 compounds, 0.088% hits; AID 588819, 2011; in the data active = activation above about 19%, passing the limit was not always enough
TAAR1 ag: human TAAR1 agonists, primary screen, Fluo-8 calcium fluorescence, CHO RD-HGA16 cells. 360,000 compounds, 0.99% hits. activation, % at 3 µM. Trace amine-associated receptor 1 (Homo sapiens), Q96RJ0. vehicle wells 0%, saturating PEA agonist 100%;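 active = activation above the mean activation of all test compounds in the run plus 3 SD, cut at about 38% in these data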
Target sequence (Q96RJ0 whole entry, looked up): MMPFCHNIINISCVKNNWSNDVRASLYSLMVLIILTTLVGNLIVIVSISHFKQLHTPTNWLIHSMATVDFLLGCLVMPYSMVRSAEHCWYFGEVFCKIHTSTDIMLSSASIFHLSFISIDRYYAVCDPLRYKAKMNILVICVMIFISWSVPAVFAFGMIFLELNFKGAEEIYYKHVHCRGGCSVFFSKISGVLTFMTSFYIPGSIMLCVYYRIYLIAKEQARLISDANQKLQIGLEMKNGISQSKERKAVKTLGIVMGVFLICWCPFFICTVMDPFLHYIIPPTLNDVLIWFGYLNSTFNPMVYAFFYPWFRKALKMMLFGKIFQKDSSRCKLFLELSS
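Benchmarks: low control DMSO, high control PEA (EC100); System: CHO RD-HGA16 cells carrying human TAAR1 plus Gα16; Detection: Fluo-8 fluorescence, 5 s baseline then 140 s kinetic read; Schedule: 17-24 h plating, Fluo-8 75 min 37 °C, 30 min RT; Read-out basis: % activation from peak over basal fluorescence ratio, DMSO-to-PEA scaled.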
Numbers without * were called inactive; / = no result given.

| compound | M5 PAM | CHRM4 agonist | CHRM1 PAM | CHRM5 antagonist | TAAR1 ag | M1 antag | M1 ag | CHRM4 antagonist | CHRM5 agonist |
| --- | --- | --- | --- | --- | --- | --- | --- | --- | --- |
| C/C(CC(=O)Nc1cc(C)ccn1)=N\NC(=O)C(=O)Nc1cccc(C)c1 | -6 | 4 | -13 | 3 | 10 | 18 | -1 | 4 | 3 |
| COCCCN1C(=O)C(CC(=O)NC(c2ccccc2)c2ccccc2)CC(C(=O)N2CCOCC2)=C1C (stereo not drawn) | 0 | 1 | 9 | 6 | 0 | -13 | -2 | -12 | 2 |
| CN(C)C(CNC(=S)Nc1ccc(Cl)cc1)c1cccnc1 (stereo not drawn) | 1 | 2 | 7 | 10 | 13 | -4 | -10 | 3 | -2 |
| OCC[C@@H]1C[C@@H](O)[C@H](O)[C@]2(OCCCc3ccccc32)O1 | -3 | 0 | 8 | 11 | 1 | -10 | -1 | 0 | 1 |
| O=S(=O)(c1ccc(Cl)cc1)n1ccc(-c2cccc(OCc3c(F)cccc3Cl)c2)n1 | 15 | 0 | 8 | -6 | 3 | -4 | 2 | -11 | -6 |
| COc1ccc([C@@H]2C(C#N)=C(N)S[C@@H](c3ccccc3)[C@@H]2[N+](=O)[O-])cc1 | -2 | 3 | -2 | -2 | 0 | -1 | -8 | 6 | -8 |
| CN(C)S(=O)(=O)Oc1ccc(Cl)cc1C(=O)Nc1cccc(C(F)(F)F)c1 | -9 | -2 | -9 | 3 | -1 | 10 | -2 | 14 | -4 |
| CC1CCN(CC(=O)Nc2sc3c(c2C#N)CCC3)CC1 | -1 | 0 | 5 | 2 | 7 | -7 | -5 | 0 | -2 |
| O=C(O)CCCC(=O)N1N=C(c2ccccc2)CC1c1cccs1 (stereo not drawn) | 4 | 1 | 2 | -3 | 0 | -4 | -2 | -4 | 2 |
| Cc1ccc(NC(=O)CCNS(=O)(=O)c2ccc3[nH]c(=O)oc3c2)cc1C | 0 | 0 | 12 | 6 | 1 | -10 | -3 | -2 | -4 |
| CCc1ccc(CN(C)C(=O)c2cc(COc3ccc(OC)cc3Cl)on2)nc1 | -5 | 11 | -4 | 14 | 0 | 8 | -3 | -8 | -2 |
| O=C(CSc1ncnc2sccc12)Nc1ccccc1 | -3 | 2 | 4 | 11 | 6 | -9 | -4 | -8 | -5 |
| Cc1ccc(CNC(=O)COC(=O)Cc2ccc(-c3ccccc3)cc2)cc1 | 1 | 0 | 6 | 1 | 9 | -8 | -7 | 8 | -3 |
| CCC(c1nnnn1-c1ccc2c(c1)OCCO2)N1CCN(c2ncccn2)CC1 (stereo not drawn) | -1 | 2 | / | 2 | 1 | / | / | -9 | 1 |
| COC(=O)C(C)NC(=O)COc1ccc2ccccc2c1 (stereo not drawn) | 0 | 2 | 7 | 1 | 1 | -16 | -2 | -4 | -3 |
| O=c1cc(CSc2ccccn2)c2ccccc2[nH]1 | 6 | 1 | 5 | -7 | 8 | 0 | -6 | 6 | -11 |
| CC1(C)CC(=O)C=C(Nc2ccc(O)c(C(=O)O)c2)C1 | 12 | 0 | 30* | -20 | 3 | -38 | 2 | -9 | 9 |
| Cc1ccc(NC(=S)N(CCN2CCOCC2)Cc2cc3cc4c(cc3[nH]c2=O)OCO4)cc1 | 15 | 1 | 10 | -1 | 4 | 0 | -16 | 1 | 0 |
| CCC(C)N(C(=O)Cn1cnc2c1c(=O)n(C)c(=O)n2C)C1CCS(=O)(=O)C1 (stereo not drawn) | 3 | 0 | 5 | 12 | 3 | -6 | -4 | 5 | 0 |
| CC(C)(CC(=O)O)CC(=O)NCc1c(Cl)cccc1Sc1ccc(Cl)cc1 | 3 | -1 | 16 | -4 | -2 | -11 | -3 | -11 | -4 |
| O=C(NCc1cccc(F)c1)C1CCN(C(=O)c2sccc2-n2cccc2)CC1 | -1 | 2 | 8 | 2 | 1 | -8 | -5 | 0 | 0 |
| CCOc1cc(/C=N/NC(N)=O)ccc1OCC(=O)Nc1ccc(C)c(C)c1 | -4 | 4 | 3 | 5 | 8 | -4 | -7 | 4 | -3 |
| NC(=S)C1COc2ccccc2O1 (stereo not drawn) | 0 | 0 | 6 | 6 | 1 | -7 | -2 | 8 | -2 |
| CCOC(=O)/C(C#N)=C/c1c(N2CCN(Cc3ccc4c(c3)OCO4)CC2)nc2c(C)cccn2c1=O | 5 | 1 | -4 | 4 | 1 | 5 | -8 | -7 | 2 |
| Cc1ccc(C(=O)NC(=S)NNC(=O)c2ccccc2)cc1 | -23 | 87* | -10 | 13 | 153* | 5 | 36* | -2 | 40* |
| CC(C)c1cccc(C(C)C)c1NC(=O)c1ccccc1 | -4 | 0 | 5 | 11 | -2 | -2 | -6 | -4 | -1 |
| O=C(Nc1ccc(Br)cn1)c1ccc2ccccc2c1 | 1 | -1 | 2 | -2 | 17 | -12 | -5 | 0 | -3 |
| COc1cc(C(=O)NCCC(c2ccccc2)c2ccccc2)cc(OC)c1OC | 2 | 4 | 2 | 1 | 4 | -6 | -6 | -4 | -5 |
| Cc1cc(OCc2cccc(S(=O)(=O)N3CCOCC3)c2)ccc1Cl | -8 | 11 | 5 | 8 | 3 | 10 | 3 | 9 | 4 |
| Cc1sc2ncnc(SCC(=O)N(C(C)C)C(C)C)c2c1C | 2 | 0 | 9 | 5 | 5 | -1 | -6 | 5 | 1 |
| CC(C)c1nc2sc3c(=O)[nH]cnc3c2c2c1CCCC2 | 3 | 1 | 10 | -2 | 0 | -18 | -2 | -3 | 3 |
| CSc1nc2ncc(C(=O)O)c(N)n2n1 | -8 | 1 | 13 | 17 | -1 | -9 | -6 | -5 | -3 |
| Cc1ccc(NC(=O)CCN2C(=O)NC(C)(C)C2=O)cc1F | 3 | 1 | 7 | 5 | 2 | -5 | 0 | 0 | 4 |
| COc1cccc(CN(CC2CCCO2)S(=O)(=O)c2ccc(S(=O)(=O)N(C)C)cc2)c1 (stereo not drawn) | 0 | 2 | 2 | -4 | 1 | -5 | -10 | -6 | -1 |
| COc1nc(Nc2ccc3c(c2)OCO3)nc(OC)n1 | -1 | -2 | 14 | -2 | -4 | -10 | -3 | -9 | -1 |
| CCCCn1c(-c2c(Cl)c(C)nn2C)n[nH]c1=S | -4 | 0 | 7 | -13 | 1 | -4 | -5 | -4 | -4 |
| O=C(c1ccco1)N1N=C(c2ccccc2O)CC1c1cccs1 (stereo not drawn) | 2 | 6 | -8 | -2 | 1 | 17 | -4 | -6 | 0 |
| Clc1ccccc1C1=CC(c2ccco2)n2nnnc2N1 (stereo not drawn) | 0 | 1 | 11 | -3 | -1 | -6 | -14 | 0 | -5 |
| Cc1cccc(Oc2c([N+](=O)[O-])c(=O)n(C)c3ccccc23)c1 | -2 | 0 | 5 | 13 | 3 | 2 | -5 | 1 | -4 |
| CCCCn1c(N)c(N(CCOC)C(=O)CN(C)S(=O)(=O)c2ccc(Cl)cc2)c(=O)[nH]c1=O | -3 | 1 | 13 | 2 | -1 | -13 | -3 | -4 | -3 |
| CN1CCN(c2ccc(NC(=O)CSc3nnnn3-c3ccccc3F)cc2)CC1 | 2 | 1 | -1 | -3 | 13 | 2 | -4 | -8 | -8 |
| Cn1c(=O)c2c(nc(NCc3ccccc3)n2CC(=O)NCc2ccccc2)n(C)c1=O | 4 | 0 | 3 | 4 | 6 | -8 | -5 | 1 | 0 |
| CC(=O)N1N=C(c2ccc(Cl)cc2)CC1c1ccco1 (stereo not drawn) | -4 | -1 | 2 | 4 | -2 | 4 | -3 | 16 | 7 |
| CC(C)C(NS(=O)(=O)c1cccs1)C(=O)N1CCC(C(N)=O)CC1 (stereo not drawn) | -3 | 0 | 12 | 2 | 16 | -7 | -1 | -13 | 0 |
| CSCc1c(C(=O)Nc2ccc(N3CCOCC3)cc2)oc2ccccc12 | -5 | 2 | 0 | 7 | 2 | -6 | -4 | -2 | -1 |
| O=C(CN(c1cccc(Cl)c1)S(=O)(=O)c1ccccc1)NN=C1CCCC1 | -2 | -1 | 13 | 2 | -1 | -10 | -8 | -7 | -3 |
| CC(=O)N1CCN(C(=O)c2cc(=O)c3ccccc3o2)CC1 | -1 | 0 | 3 | 6 | -3 | 10 | -2 | 6 | -1 |
| CS(=O)(=O)Nc1ccccc1NS(C)(=O)=O | 3 | 1 | 21 | -3 | 1 | -20 | 1 | -3 | -2 |
| COc1ccc(CN(C)C(=O)c2oc3ccccc3c2CSC)cc1F | -1 | 4 | -5 | 4 | -3 | 7 | -4 | -1 | -4 |
| CSc1ccc(C2NC(=O)CCC2[N+](=O)[O-])cc1 (stereo not drawn) | -5 | 1 | 6 | 4 | 0 | -8 | -1 | 0 | -4 |
| CC(C)c1ccc(/C=N/NC(=O)c2ccccc2Cl)cc1 | 0 | 2 | 10 | 2 | 2 | -7 | -5 | -2 | -3 |
| O=C(CSCC(=O)NN=Cc1ccccc1)NN=Cc1ccccc1 | -3 | 0 | 12 | 6 | 31 | -13 | 0 | 9 | -1 |
| Cc1ccc2cccc(OCC(=O)N(C)CC(=O)Nc3ccc(F)cc3)c2n1 | -8 | 1 | 17 | 5 | 2 | -10 | -1 | 3 | -1 |
| Cc1ccc2nsnc2c1S(=O)(=O)N1CCN(Cc2ccc3c(c2)OCO3)CC1 | -11 | 6 | 16 | 9 | 0 | 2 | 15 | -7 | -3 |
| O=C(CSc1nnnn1Cc1ccccc1)c1ccccc1F | -5 | 4 | -1 | -1 | 13 | 10 | -3 | 2 | -1 |
| Cc1cccc(N2CC(C(=O)Nc3nnc(SCc4cccnc4)s3)CC2=O)c1 (stereo not drawn) | 1 | 4 | 7 | -2 | 3 | -11 | -3 | 1 | -2 |
| O=C(c1ccco1)c1cn(CC(=O)N2CCCC2)c2ccccc12 | -1 | 1 | 8 | 18 | 3 | -12 | -3 | 3 | 0 |

Entries of single compounds, looked up by structure:
Results for CS(=O)(=O)Nc1ccccc1NS(C)(=O)=O = M5 PAM: 3; CHRM4 agonist: 1; CHRM1 PAM: 21; CHRM5 antagonist: -3; TAAR1 ag: 1; M1 antag: -20; M1 ag: 1; CHRM4 antagonist: -3; CHRM5 agonist: -2
Results for Cc1ccc2cccc(OCC(=O)N(C)CC(=O)Nc3ccc(F)cc3)c2n1 = M5 PAM: -8; CHRM4 agonist: 1; CHRM1 PAM: 17; CHRM5 antagonist: 5; TAAR1 ag: 2; M1 antag: -10; M1 ag: -1; CHRM4 antagonist: 3; CHRM5 agonist: -1

These rows are one share of the data. The share of hits here may be higher or lower than overall.
